Compound activity (PubChem BioAssay)
Growth percent in the NCI-60 one-dose screen (48 h, 10 µM unless noted): 100 = growth as untreated, 0 = no growth, -100 = all killed.
SK-MEL-5: SK-MEL-5 melanoma; hit rate 6.4% among 80,000
T-47D: T-47D breast cancer. hit rate 5% among 79,000
BT-549: BT-549 breast cancer; hit rate 4.4% among 78,000; AID 1794793
SK-MEL-2: SK-MEL-2 melanoma; hit rate 4.7% among 77,000
HS 578T: HS 578T breast cancer; hit rate 4.1% among 78,000; AID 1794788
LOX IMVI: LOX IMVI melanoma. hit rate 7.4% among 79,000. AID 1794757
MDA-MB-435: MDA-MB-435 melanoma; hit rate 7.8% among 82,000; AID 1794794
SK-MEL-28: SK-MEL-28 melanoma | hit rate 4.1% among 81,000
Active calls of the source: *; . = no result given. How the source made its calls: active means growth percent below 10; inactive means the rest.

SMILES | SK-MEL-5 | T-47D | BT-549 | SK-MEL-2 | HS 578T | LOX IMVI | MDA-MB-435 | SK-MEL-28
COc1ccc(NC(=O)C2=C(C)Nc3ncnn3C2c2ccc(F)cc2)cc1 (centres undefined) | 111.0 | 104.7 | 112.1 | 99.0 | 106.9 | 97.0 | 103.8 | 109.5
COc1ccc(-c2nc3c(c(C)nc4c3nnn4-c3cc(OC)c(OC)c(OC)c3)c(=O)o2)cc1 | 104.0 | . | 108.3 | 106.5 | 100.6 | 99.5 | 102.7 | 107.3
COC(=O)c1ccc2cc(OC)c(OC)cc2c1 | 107.7 | 96.1 | 90.5 | 133.7 | 105.3 | 109.0 | 98.8 | 102.3
COc1cc(/C=C/C(=O)c2ccc(Cl)cc2)ccc1OS(=O)(=O)c1ccc(C)cc1 | 100.4 | 76.8 | 134.1 | 108.1 | 129.3 | 2.6* | 81.2 | 106.1
CCOC(=O)c1ncn2c1CN(C)C(=O)c1cc(F)ccc1-2 | 107.3 | 105.0 | 111.8 | 119.9 | 82.9 | 96.4 | 101.5 | 104.2
N#Cc1nc(-c2ccccc2)oc1S(=O)(=O)N1CCCCC1 | 93.7 | 49.9 | 85.7 | 97.9 | 106.0 | -82.5* | 68.0 | 85.1
NC1(N2SC(S)=C3CCCC=C32)CCCCC1 | 103.6 | 84.5 | 118.0 | 110.5 | 102.6 | 94.7 | 107.0 | 113.9
OCc1ccccc1O[C@@H]1O[C@H](CO)[C@@H](O)[C@H](O)[C@H]1O | 99.8 | 101.3 | 104.7 | 117.5 | 94.8 | 102.7 | 108.5 | 108.1
COc1ccc(OC)c(/C=N/NC(=O)Cn2c(C(C)C)nc3ccccc32)c1 | 101.9 | 85.1 | 101.1 | 91.0 | 79.3 | 101.8 | 104.5 | 110.9
CCN(CC)Cc1c2c(O)c3c(O)c(C)c4c(c3c1O)C(=O)C(C)(O/C=C/C(OC)C(C)C(OC(C)=O)C(C)C(O)C(C)C(O)C(C)/C=C/C=C(\C)C(=O)N2)O4 (centres undefined) | 91.3 | 95.6 | 91.9 | 101.3 | 99.3 | 113.1 | 103.2 | 122.0
O=C(Nc1cccc(Cl)c1)C1=NCCCCN1 | 100.8 | 96.3 | 103.4 | 109.3 | 102.4 | 93.9 | 108.1 | 112.7
CC1=CCC(OC(=O)C(C)(C)CC(O)(C(C)O)C(O)C2(C)C=CC(Cc3ccc(C(C)C)cc3)(C(C)C)CC2)(C(C)C)CC1 (centres undefined) | 99.6 | 98.9 | 109.4 | 109.7 | 101.2 | -50.6* | 94.1 | 100.2
CCn1cc(C(=O)O)c(=O)c2cc(F)c(N3CCN(C(=O)C(C)Br)CC3)cc21 (centres undefined) | 79.8 | 83.2 | 80.3 | 91.4 | 95.8 | 87.3 | 100.0 | 94.5
CN1CCN(S(=O)(=O)O[C@@H]2C(=O)N(c3cc4c5ccccc5ccc4c4ccccc34)[C@H]2c2ccc(F)cn2)CC1 | 88.7 | 78.9 | 95.8 | 92.8 | 84.1 | 84.5 | 98.1 | 113.3
Cc1nn(-c2ccccc2)c(Oc2ccccn2)c1-c1nc2ccccc2s1 | 84.4 | 88.0 | 95.4 | 99.2 | 110.4 | 97.3 | 103.5 | 105.8
O=C(O)C(=Cc1ccc(Cl)cc1Cl)C(=O)O | 109.3 | 103.0 | 94.0 | 112.9 | 116.6 | 110.0 | . | 117.4
COc1ccc(/C=C/C(=O)c2ccc(OC)c(OC)c2)cc1 | 84.3 | . | 75.5 | 101.2 | 94.8 | 74.5 | 92.0 | 105.9
Cc1nn(-c2ccc(F)cc2)c2ncnc(Oc3ccc(NC(=O)Nc4c(Cl)cccc4Cl)cc3)c12 | 100.0 | 91.0 | 114.7 | 105.5 | 91.3 | 99.8 | 102.6 | 103.1
O=S(=O)(c1ccccc1)N1CCCCCCC1 | 108.1 | 106.3 | 96.5 | 106.3 | 124.4 | 95.4 | 111.9 | 99.1
COc1cc(CCC[P+](c2ccccc2)(c2ccccc2)c2ccccc2)c(OC)c2c1OCO2 | -48.9* | 13.9 | 15.8 | -13.1* | 38.4 | 29.6 | 3.5* | 32.1
N#Cc1cc([C@@H]2Nc3ccc4[nH]ccc4c3[C@H]3C4CCC(C4)[C@@H]23)ccc1F (some centres undefined) | 98.7 | 75.0 | 105.4 | 100.5 | 99.1 | 99.9 | 95.5 | 112.7
O=C1/C(=C/c2ccccc2)SC(=NC2CCCCC2)N1Nc1ccccc1 | 94.4 | 53.4 | 104.3 | . | 94.2 | 94.5 | 81.8 | 91.7
CC1(C)CC[C@]2(C(=O)O)CC[C@]3(C)C(=CC[C@@H]4[C@@]5(C)CC(=C/c6cccnc6)/C(=N/O)C(C)(C)[C@@H]5CC[C@]43C)[C@@H]2C1 | 51.4 | 67.8 | 79.8 | 84.4 | 88.6 | 76.5 | 91.0 | .
C=C1C(=O)O[C@H]2[C@H]1CC/C(COC(=O)n1cc(C)nc1CC)=C\CC[C@@]1(C)O[C@@H]21 | 92.4 | 62.0 | 93.9 | 93.1 | 92.0 | 94.8 | 91.9 | 87.4
NC(/N=C/c1cc(Cl)cc(Cl)c1O)=N\S(=O)(=O)c1ccc(N=Cc2cc(Cl)cc(Cl)c2O)cc1 | 108.2 | 95.7 | . | . | 102.5 | 92.1 | 109.1 | 110.8

Continued:
SMILES | SK-MEL-5 | T-47D | BT-549 | SK-MEL-2 | HS 578T | LOX IMVI | MDA-MB-435 | SK-MEL-28
CCC(=O)OC1CCCCC1C(C)CC (centres undefined) | 102.8 | 92.7 | 105.0 | 110.7 | 107.8 | 97.4 | 100.2 | 111.3
CCOC(=O)CNC(=O)Sc1ccc(C(C)(C)C)cc1 | 107.2 | 88.4 | . | 87.1 | 99.2 | 83.9 | 88.3 | 113.1
COc1ccc(OC/C=C\Cl)cc1 | 105.5 | 100.0 | 106.9 | 107.8 | 105.0 | 96.9 | 123.2 | 106.5
COc1ccc(C2OCC(C)(C)CO2)cc1OC | 96.5 | 97.3 | 108.8 | 105.6 | 108.7 | 95.2 | . | 121.0
CCCCC(CC)c1nc2ccccc2s1 (centres undefined) | 93.4 | 60.4 | 73.8 | 87.8 | 65.2 | 87.3 | 103.8 | 103.6
COc1ccc(NC(=S)Nc2nc3c(=O)[nH]nc(-c4ccccc4)c3s2)cc1 | 101.6 | 94.3 | 90.2 | 81.5 | 106.8 | 95.0 | 103.4 | 103.4
O=C(O)c1ccccc1/C=N\Nc1ccc([N+](=O)[O-])cn1 | 107.2 | 122.8 | 107.1 | 123.7 | 126.0 | 101.6 | 118.8 | 124.5
CCCCCC(=O)OCc1ccc(Cl)c(Cl)c1 | 107.8 | 105.3 | 109.4 | . | 102.5 | 96.0 | 109.0 | 111.5
CCOC(=O)c1cc(C(=O)OCC)[nH]n1 | 102.4 | 99.8 | 103.7 | 131.3 | 104.3 | 103.2 | 98.1 | 106.6
O=C(Nc1ccc(N2CCOCC2)cc1)c1cncnc1Nc1ccc2c(ccn2Cc2cccc(F)c2)c1 | 97.5 | 77.7 | 96.5 | 105.1 | 94.0 | 97.0 | 81.4 | 97.7
C[C@]12CC[C@@H]3c4ccc(O)cc4CC[C@H]3[C@@H]1CC[C@@H]2NS(=O)(=O)c1cccc(C(F)(F)F)c1 | 50.6 | 45.5 | 68.9 | . | 80.0 | . | 70.5 | 75.1
Cc1nc2ccc([N+](=O)[O-])cc2[nH]1 | 108.2 | 100.7 | . | 106.0 | 107.5 | 94.6 | 110.1 | 114.4
O=C(O)c1cn(C2CC2)c2cc(N3CCN(Cc4nnc(-c5ccc(Cl)cc5)o4)CC3)c(F)cc2c1=O | 63.8 | 69.7 | 76.2 | 88.5 | 75.6 | 51.9 | 74.6 | 84.7
COc1ccc(-n2c(SCC(=O)Nc3ccc(-c4nc5ccc([N+](=O)[O-])cc5[nH]4)cc3)nc3ccccc3c2=O)cc1 | 54.3 | 20.1 | 53.6 | 55.3 | 65.4 | . | 86.9 | 75.8
Cc1ccc(S(=O)(=O)c2nc(S(=O)(=O)NCc3ccccc3)sc2Cl)cc1 | 94.6 | 85.9 | 98.4 | 95.2 | 96.9 | 53.7 | 87.6 | 102.7
CCN(CC)C(=O)c1ccncc1 | 98.4 | 97.9 | 107.9 | 121.5 | 101.6 | 108.4 | 103.8 | 98.2
Cc1ccc(CNCC(=O)O)cc1 | 99.6 | 100.3 | 128.7 | 110.8 | 101.9 | 100.2 | 108.4 | 102.8
COc1ccc(/C=C2/N=C3N(N=C(c4cccs4)N3c3ccccc3)C2=O)cc1 | 100.4 | . | 94.6 | 108.7 | 104.2 | 95.7 | 106.6 | 119.4
CCOC(=O)C(Cc1ccc(OC)c(OC)c1Br)(NC(C)=O)C(=O)OCC | 97.6 | 89.2 | 109.0 | 103.8 | 103.5 | 96.7 | 110.8 | 106.5
CN(C)CCCn1c(=O)c2cc([N+](=O)[O-])ccc2c2cnc3[nH]ccc3c21 | 69.4 | 86.5 | 68.7 | 53.7 | 75.3 | 38.5 | 67.7 | 103.6
CNC(=O)c1cc(N2CCc3cc(NC(=O)c4cccc(C(F)(F)F)c4)ccc32)ccn1 | 94.0 | 86.8 | 136.9 | 102.8 | 100.6 | 96.3 | 93.7 | 94.0
CCCNC(=S)/N=C\c1c(O)c2ccccc2oc1=O | 98.3 | 85.2 | 89.9 | 110.7 | 100.8 | 95.7 | 100.2 | 100.3
S=c1nc[nH]c2c1ncn2C1C=CCCC1 (centres undefined) | 101.0 | 94.4 | 102.6 | 110.4 | 155.9 | 93.3 | 111.8 | 120.3
CC[C@H](c1ccc(O)c(O)c1)[C@@H](CC)c1ccc(O)c(F)c1 | 90.2 | 78.6 | 94.3 | 117.0 | 75.0 | 92.2 | 66.2 | 96.0
N#Cc1cccc(-c2nc(N3CCOCC3)c3ccccc3n2)c1 | 91.0 | 89.8 | 88.9 | 114.0 | 102.4 | 98.7 | 98.1 | 92.3

Single records, from the list above. Order of screens: SK-MEL-5, T-47D, BT-549, SK-MEL-2, HS 578T, LOX IMVI, MDA-MB-435, SK-MEL-28
`CCCNC(=S)/N=C\c1c(O)c2ccccc2oc1=O` as listed: 98.3, 85.2, 89.9, 110.7, 100.8, 95.7, 100.2, 100.3
`CCN(CC)C(=O)c1ccncc1` as listed: 98.4, 97.9, 107.9, 121.5, 101.6, 108.4, 103.8, 98.2

Some values from the entries so far.
In SK-MEL-5, Cc1nc2ccc([N+](=O)[O-])cc2[nH]1 reads 108.2
In BT-549, Cc1ccc(CNCC(=O)O)cc1 reads 128.7
In T-47D, O=C(Nc1ccc(N2CCOCC2)cc1)c1cncnc1Nc1ccc2c(ccn2Cc2cccc(F)c2)c1 reads 77.7
In BT-549, CCN(CC)C(=O)c1ccncc1 reads 107.9
In BT-549, CNC(=O)c1cc(N2CCc3cc(NC(=O)c4cccc(C(F)(F)F)c4)ccc32)ccn1 reads 136.9
In MDA-MB-435, CCCCCC(=O)OCc1ccc(Cl)c(Cl)c1 reads 109.0

Next section
SMILES | SK-MEL-5 | T-47D | BT-549 | SK-MEL-2 | HS 578T | LOX IMVI | MDA-MB-435 | SK-MEL-28
O=c1oc2cc([N+](=O)[O-])ccc2n1SC(Cl)(Cl)Cl | 100.8 | 93.7 | 93.6 | 93.1 | 112.8 | 93.2 | 106.5 | 111.3
O=C1Nc2ccccc2C12Nn1c(CSC(SCc3nnc4n3NC3(O4)C(=O)Nc4ccccc43)c3ccccc3)nnc1O2 (centres undefined) | 83.3 | 77.9 | 95.9 | 107.0 | 97.5 | 105.4 | 99.4 | 109.3
N#C/C(=C\c1ccc(C(F)(F)F)cc1)C(=O)Nc1sc2c(c1C#N)CCCC2 | 102.1 | 88.4 | 116.4 | . | 101.9 | 98.0 | 98.1 | 97.4
C/C(=C/N1CCCCC1C)[C@H]1CC[C@H]2[C@@H]3CCC4=CC(=O)CC[C@]4(C)[C@H]3CC[C@]12C (some centres undefined) | 71.7 | 60.6 | 79.5 | 64.7 | 54.1 | 89.4 | 96.0 | 99.1
COc1cc(C2C(C#N)=C(N)N(c3ccc(OC(F)(F)F)cc3)C3=C2C(=O)CC(C)(C)C3)cc(OC)c1O (centres undefined) | 99.1 | 87.0 | 110.9 | 96.1 | 94.8 | 102.9 | 104.2 | 101.4
CCN(CC)c1ccc(Br)cc1 | 95.9 | 102.9 | 107.1 | 107.6 | 99.1 | 100.9 | 109.5 | 111.0
O=C1C(c2c[nH]c3ncccc23)=C(c2c[nH]c3ncccc23)C(=O)N1O | 90.6 | 94.4 | 96.6 | 110.7 | 102.9 | 81.4 | 100.2 | 100.2
COc1ccc2nc(C)cc(S(=O)Cc3nccc(OCC(F)(F)F)c3C)c2c1 (centres undefined) | 105.2 | 99.3 | 103.8 | 107.0 | 98.7 | 92.9 | 101.6 | 96.1
C=CC(=O)NC(C)C | 98.8 | 102.2 | . | 118.7 | 116.2 | 98.9 | 112.1 | 102.3
O=C1Nc2c(Cl)cccc2C1=O | 98.6 | 98.3 | 92.1 | . | 114.4 | 91.7 | 108.8 | 109.7
O=C(CSc1nc2ccccc2c(=O)n1-c1ccccc1)Nc1ccc(S(=O)(=O)NC(=S)Nc2ccccc2)cc1 | 88.7 | 96.5 | 92.4 | 105.9 | 85.2 | 91.0 | 105.0 | 98.6
